H37Rv inhibition – M. tuberculosis growth inhibition, HTS (AID 449762); M. tuberculosis H37Rv growth inhibition, 7H9 media; higher % means a stronger effect; inhibition, % at 25 µM; hits with a dose series show IC50 in µM; actives 0.59% (n = 330,000); in the data active = a potency from the dose series; inconclusive = inhibition above about 70% without an active follow-up result;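 also: bacterial growth assessed after seven days of incubation; strong numbers were not always called active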
H1N1 NS1A inhibition – H1N1 influenza NS1A inhibitors, functional cell based assay (AID 504329). NS1A functional cell-based assay, percent inhibition; higher % means a stronger effect. one-dose inhibition, % at 12.5 µM; IC50 in µM for titrated hits. actives 0.3% (n = 340,000); in the data active = a potency from the dose series; inconclusive = inhibition above about 27% without an active follow-up result; also: strong numbers were not always called active
tuberculosis growth – growth inhibition of non-replicating M. tuberculosis (AID 488890). Mycobacterium tuberculosis non-replicating, growth inhibition; higher % means a stronger effect. inhibition, % at 25 µM; hits with a dose series show IC50 in µM. actives 0.39% (n = 320,000); in the data active = a potency from the dose series; inconclusive = inhibition mostly from about 82% at the one dose, without a potency; inactive = the rest, 99 in 100 with inhibition below about 76%;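 also: plate controls were DMSO cells for no effect and high antibiotic wells for full effect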
VEEV TC-83 Vero – inhibitors of VEEV TC-83 cytopathic effect, confirmation, Vero cells (AID 588727); Vero cells, VEEV TC-83 cytopathic effect inhibition; higher % means a stronger effect; inhibition, % at 20 µM, or IC50 in µM where a hit was titrated; actives 0.13% (n = 350,000); in the data active = a potency from the dose series; inconclusive = inhibition mostly from about 14% at the one dose, without a potency; inactive = the rest, 99 in 100 with inhibition below about 12%; also: strong numbers were not always called active
PhoP GFP inhibition – PhoP regulon inhibitors, Salmonella typhi PhoP promoter GFP reporter, confirmatory (AID 1850) | actives 0.33% (n = 310,000) | one-dose inhibition, % at 50 µM; IC50 in µM for titrated hits | Salmonella Typhi PhoP-promoter GFP reporter, fluorescence, 4 h; higher % means a stronger effect; in the data active = a potency from the dose series; inconclusive = inhibition mostly from about 25% at the one dose, without a potency; inactive = the rest, 99 in 100 with inhibition below about 19%;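 also: 0% = induced wells with vehicle and 100% = uninduced wells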
VEEV TC-83 Vero 10K pilot screen – also measured in VEEV TC-83 Vero; calls as there; inhibition, %; measured here: 10K pilot screen inhibition
* marks the source's active call; other numbers are inactive results; i = inactive; ? = inconclusive; / = no result given.

SMILES	H37Rv inhibition	H1N1 NS1A inhibition	tuberculosis growth	VEEV TC-83 Vero	PhoP GFP inhibition	others
Cc1ccc(C(=O)CSc2cc(C)nc(SCC(=O)c3ccccc3)n2)cc1	0%	-19%	8%	11%	-30%
Cc1ccc(C)c(NC(=O)CSc2nnc(C3CCCCC3)o2)c1	1%	-6%	3%	1.2%	4%
COCCSc1nnc(NC(=O)c2ccc(NC(=O)C(C)C)cc2)s1	-7%	-5%	2%	3.4%	-3%
O=C(Nc1ccccc1F)c1ccc(CN2CCc3ccccc3C2)cc1	3%	-14%	25%	i	-4%
Cc1ccc(NC(=O)N2N=C(c3ccc(F)cc3)CC2c2ccc(F)cc2)cc1 (stereo unspecified)	-2%	-5%	-4%	i	-2%
COc1ccc(N=Nc2cc(C)ccc2O)cc1	0%	23%	2%	1.8%	3%
CCCCCCc1cc2cc(C(=O)OCC)c(=O)oc2cc1O	-1%	15%	80%	4.5%	0%
C#CCSc1nnc(-c2c[nH]c3ccccc23)n1C	-1%	1%	55%	0.8%	3%	VEEV TC-83 Vero 10K pilot screen=0.6
CCOC(=O)C1=C(COC(=O)c2ccccc2OC(F)F)NC(=O)NC1C (stereo unspecified)	4%	0%	-2%	5.7%	1%
c1ccc(Nc2nc(NCCN3CCOCC3)nc(Nc3ccccc3)n2)cc1	?	4%	-4%	8.6%	8%
CNc1nc(-c2ccc3c(c2)CCN3C(=O)c2cccc(F)c2)cs1	?	9%	34%	3.9%	1%
Cc1ccc(C(C)C)c(OCC(=O)NC2CCN(C)CC2)c1	-14%	6%	4%	0.1%	-10%
COc1ccc(N(CC(=O)NCCC2=CCCCC2)S(=O)(=O)c2ccccc2F)cc1	6%	-3%	28%	0.6%	5%
CCCOc1ccc(C(C)=O)cc1CC(C(N)=O)C(N)=O	3%	21%	3%	0.4%	0%
N/C(=N\OC(=O)COc1ccccc1)c1ccncc1	7%	-2%	17%	0.8%	14%
Cc1c(C(=O)NC(=S)Nc2ccc(NC(=O)c3cccs3)cc2)cccc1[N+](=O)[O-]	5%	5%	78%	7.8%	9%
CN(C)S(=O)(=O)c1ccc(C(=O)N2CCN=C2SCc2ccccc2)cc1	8%	7%	-20%	0.3%	-2%
COc1ccc(-c2cn[nH]c2C)cc1	45%	0%	3%	4.3%	9%
COc1ccc(NC(=O)C2CCCN2C(=O)Oc2ccccc2)cc1 (stereo unspecified)	-10%	1%	1%	0.3%	3%
COc1ccc2c(c1)SC1=NCCS(=O)(=O)N12	-6%	-1%	-5%	3.5%	-1%
CCN(CC)S(=O)(=O)c1ccc(Cl)nc1	-6%	-6%	-11%	0.7%	7%
COc1ccc(C(=O)N2CCN(C3CCN(Cc4ccccc4)CC3)CC2)cc1OC	-5%	-11%	5%	0.8%	-18%
COc1ccc(-c2ccc(OC)c([C@H]3[C@@H]4C=CCC[C@@]4(C)C(=O)N3Cc3ccccc3)c2)cc1OC	13µM*	12%	54%	13%	5%
Nn1c(Nc2ccc(Cl)cc2)nncc1=O	1%	-13%	-2%	0.2%	-2%
Cc1ccc(NC(=O)c2nc[nH]c2C(=O)NCCCCCCNC(=O)c2[nH]cnc2C(=O)Nc2ccc(C)cc2)cc1	4%	3%	-1%	4.2%	/

Next section; it opens with the five that closed the last part.
SMILES	H37Rv inhibition	H1N1 NS1A inhibition	tuberculosis growth	VEEV TC-83 Vero	PhoP GFP inhibition	others
CCN(CC)S(=O)(=O)c1ccc(Cl)nc1	-6%	-6%	-11%	0.7%	7%
COc1ccc(C(=O)N2CCN(C3CCN(Cc4ccccc4)CC3)CC2)cc1OC	-5%	-11%	5%	0.8%	-18%
COc1ccc(-c2ccc(OC)c([C@H]3[C@@H]4C=CCC[C@@]4(C)C(=O)N3Cc3ccccc3)c2)cc1OC	13µM*	12%	54%	13%	5%
Nn1c(Nc2ccc(Cl)cc2)nncc1=O	1%	-13%	-2%	0.2%	-2%
Cc1ccc(NC(=O)c2nc[nH]c2C(=O)NCCCCCCNC(=O)c2[nH]cnc2C(=O)Nc2ccc(C)cc2)cc1	4%	3%	-1%	4.2%	/
COc1ccc(S(=O)(=O)N2CCCCCC2)cc1C(=O)NC1(C)CCS(=O)(=O)C1 (stereo unspecified)	-19%	-5%	-10%	1.9%	-3%
Cc1onc(COc2ccccc2O)c1Br	-1%	-2%	1%	4.0%	-8%
CCOC(=O)c1ccc(NC(=O)CN2C(=O)NC3(CCCCCC3)C2=O)cc1	61%	-1%	59%	4.2%	7%
CCOC(=O)c1cnn(CCOC(=O)c2ccccc2F)c1NC(=O)c1ccccc1F	-3%	14%	2%	i	-5%
OC(CN1CCN(c2cccc(Cl)c2)CC1)c1ccc(F)cc1 (stereo unspecified)	21%	1%	31%	i	-12%
CCCCOc1ccc(C(=O)NCC2(c3ccc(OC)cc3)CCOCC2)cc1	2%	19%	45%	0.4%	3%
O=C(CCc1ccccc1)Nc1ccc(N2CCOCC2)c(Cl)c1	-7%	3%	11%	1.7%	11%
Cc1ccc(NC(=O)c2ccc(CSc3ccccn3)cc2)c(O)c1	27%	-18%	62%	4.8%	-3%
CCOc1ccc(-c2nnc(-c3ccco3)o2)cc1OCC	1%	9%	39%	8.4%	-5%
CC(C)N(CCNC(=O)c1cn(C)c2ccc(S(=O)(=O)N(C)C)cc2c1=O)Cc1ccccc1	-1%	10%	-9%	i	-3%
Cn1c(OCc2cccnc2)nc2c1c(=O)n(Cc1ccc(Cl)cc1)c(=O)n2C	?	-24%	50%	i	3%
COc1cc(C(CC(=O)Nc2ccc(C)cn2)N2Cc3ccccc3C2=O)cc(OC)c1OC (stereo unspecified)	3%	-7%	-14%	0.7%	-3%
Cc1ccc(S(=O)(=O)NCc2ccc3[nH]c(C)cc3c2)cc1	3%	3%	25%	i	0%
Fc1ccc(CN2CCN(C(=S)NCCc3ccccc3)CC2)c(Cl)c1	-5%	-10%	29%	2.3%	2%
COc1ccccc1OCC(O)CNCc1ccc2c(c1)OCO2 (stereo unspecified)	0%	-2%	-2%	0.8%	-3%
COc1cc(C(=O)OCC(=O)Nc2cc(C)on2)cc(OC)c1OC	3%	-9%	0%	0.6%	-3%
CCN1C(=O)C2C(c3ccc(O)c(OC)c3)NC(C)(C(=O)OC)C2C1=O (stereo unspecified)	-3%	3%	-13%	1.7%	3%
O=C(CN1CCN(c2ncccn2)CC1)Nc1ccccc1-n1cccc1	-14%	-5%	33%	i	-1%
N#CC1C(=O)c2ccccc2C1c1ccccc1 (stereo unspecified)	/	-22%	/	2.1%	/
Cc1cnc(C(=O)OCC(=O)c2cc(C)n(C)c2C)cn1	2%	-9%	-3%	0.5%	4%
O=C(C1CC(Cl)CN1S(=O)(=O)c1ccc(Cl)cc1)N1CCOCC1 (stereo unspecified)	11%	-2%	2%	i	0%
COc1ccc(C(=O)/C=C/c2cc(C(=O)O)cc3c2OCOC3)c(O)c1	-7%	-3%	20%	5.4%	6%
CCOc1cc(C(=O)Nc2cc(C)ccn2)cc(OCC)c1OCC	-2%	4%	7%	2.9%	-7%
CC(=O)c1cccc(N(C(=O)CS(=O)CC(=O)Nc2ccc(F)cc2)C(C(=O)NC2CCCCC2)c2ccc(C)o2)c1 (stereo unspecified)	10%	0%	18%	1.6%	1%
COC(=O)c1cn(NC(=O)Cc2cccc(C(F)(F)F)c2)c(=O)c2ccccc12	1%	4%	-18%	2.0%	-13%

Reprinted from the part before: four compounds, then new ones.
SMILES	H37Rv inhibition	H1N1 NS1A inhibition	tuberculosis growth	VEEV TC-83 Vero	PhoP GFP inhibition	others
COc1ccc(C(=O)/C=C/c2cc(C(=O)O)cc3c2OCOC3)c(O)c1	-7%	-3%	20%	5.4%	6%
CCOc1cc(C(=O)Nc2cc(C)ccn2)cc(OCC)c1OCC	-2%	4%	7%	2.9%	-7%
CC(=O)c1cccc(N(C(=O)CS(=O)CC(=O)Nc2ccc(F)cc2)C(C(=O)NC2CCCCC2)c2ccc(C)o2)c1 (stereo unspecified)	10%	0%	18%	1.6%	1%
COC(=O)c1cn(NC(=O)Cc2cccc(C(F)(F)F)c2)c(=O)c2ccccc12	1%	4%	-18%	2.0%	-13%
CN(C(=O)COC(=O)c1sc2ccccc2c1Cl)C1CCCCC1	4.8µM*	-6%	?	0.4%	-3%
CCOC(=O)N1CCN(c2c(NCCCN3CCCCCC3)c(=O)c2=O)CC1	1%	5%	/	1.1%	/
CC(OC(=O)CCN1C(=O)C2CC=CCC2C1=O)C(=O)Nc1cccc(Cl)c1 (stereo unspecified)	-4%	-3%	-5%	1.8%	5%
CCOc1ncccc1C(=O)Nc1cc(S(=O)(=O)N2CCCCC2)ccc1C	-10%	0%	10%	0.8%	/
CN(C)C(=O)c1ccc(NC(=O)c2cccnc2)cc1	-10%	6%	-16%	3.9%	-7%
Cc1ccc(C)c(/C(O)=C2/C(=O)C(=O)N(CCN3CCOCC3)C2c2ccco2)c1 (stereo unspecified)	4%	0%	8%	0.6%	3%
Nc1c(Cl)ncnc1NCC(O)CO (stereo unspecified)	-3%	-2%	-2%	i	5%
COC(=O)c1cc(S(=O)(=O)N2CCN(c3ccc([N+](=O)[O-])cc3)CC2)c[nH]1	4%	-1%	3%	3.1%	-19%
O=C(O)c1cc(-c2ccc(Cl)s2)[nH]n1	5%	-5%	-5%	0.9%	5%
COc1ccccc1N1CCN(CCCCOc2c(OC)cccc2OC)CC1	4%	-29%	3%	i	1%
O=C(Cc1ccccc1)Nc1ccccc1C(=O)NCC1CCCO1 (stereo unspecified)	-6%	13%	-6%	2.4%	-1%
CCOc1ccc2nc(N3CCCCCC3)sc2c1	53%	23%	71%	i	-3%
Cc1c(N2C(=O)c3ccccc3C2=O)c(=O)n(-c2ccccc2)n1C	-1%	2%	3%	0.4%	-5%
COc1cc(O)c(C(CC(=O)N2CCN(c3ccccc3)CC2)c2ccc3c(c2)OCO3)c(OC)c1 (stereo unspecified)	9%	11%	32%	1.2%	-5%
CCCCN(C(=O)c1ccccc1Br)C1CCS(=O)(=O)C1 (stereo unspecified)	2%	-18%	-7%	1.2%	5%
O=S(=O)(c1ccc(SCc2ccccc2)nc1)N1CCCCCC1	-13%	-7%	10%	i	/
COc1ccc2cc(C(C)C(=O)N3CCC(C(N)=O)CC3)ccc2c1 (stereo unspecified)	30%	-1%	-13%	0.2%	-31%
O=C1Nc2cc(C(=O)N3CCN(c4ccc(F)cc4)CC3)ccc2NC1CSCc1cccc(F)c1 (stereo unspecified)	17%	-9%	51%	3.0%	-2%
CC(NC(=O)C1CCN(C(=O)c2ccc(F)cc2)CC1)c1ccc(S(N)(=O)=O)cc1 (stereo unspecified)	4%	8%	6%	i	/
O=c1ccc(-c2ccccc2)nn1Cc1ccc(F)cc1	12%	-8%	14%	i	3%
Cc1ccc(S(=O)(=O)/N=C/c2ccco2)cc1	2%	3%	-4%	i	4%
CC(=O)Nc1ccc(NC(=O)c2ccccc2N(C)S(=O)(=O)c2ccc(C)cc2)cc1	-6%	-4%	2%	1.4%	-2%
Cc1ccc(S(=O)(=O)Nc2ccc(C(=O)NCc3cccnc3)cc2)cc1	-9%	1%	0%	0.7%	-9%
COc1ccc(C(CNC(=O)c2cc(F)c(F)c(F)c2F)N2CCOCC2)cc1 (stereo unspecified)	5%	-7%	17%	5.5%	-15%
Nc1c(N2CCN(c3ccccc3)CC2)c2ccccc2oc1=O	6%	20%	23%	2.4%	-2%
Continuation.
SMILES	H37Rv inhibition	H1N1 NS1A inhibition	tuberculosis growth	VEEV TC-83 Vero	PhoP GFP inhibition	others
COc1ccc(NC(=O)CSc2nc(NS(=O)(=O)c3ccccc3)cc(=O)[nH]2)cc1	14%	6%	17%	2.0%	-11%
CC(C#N)Sc1ccc(S(=O)(=O)N2CCCC2)cn1 (stereo unspecified)	2%	-1%	9%	2.2%	/
Cn1cc(CN(CCO)Cc2cccs2)c(-c2cccc(Cl)c2)n1	-3%	15%	2%	i	16%
CN(C)CCN(Cc1cccs1)c1ccccn1	1%	2%	0%	1.9%	3%
Cc1ccc(NC(=O)c2nnn(CC(=O)Nc3ccc4c(c3)OCO4)c2N)cc1C	-1%	-9%	-8%	10%	-2%
Cc1ccc(C(=O)OCN2C(=O)c3ccccc3C2=O)cc1S(=O)(=O)N1CCOCC1	-5%	-4%	-14%	0.6%	-4%
CCOc1ccc(CCNC(=O)COC(=O)/C=C/c2ccco2)cc1OCC	-13%	-3%	2%	2.5%	-10%
O=C(Oc1ccc(Br)cc1)c1n[nH]c(=O)c2ccccc12	-7%	5%	0%	5.6%	-2%
CNC(=O)c1ccsc1NC(=O)C1CCCN1S(=O)(=O)c1cccs1 (stereo unspecified)	0%	-11%	11%	7.3%	-2%
O=C(NC1(O)C(=O)c2ccccc2C1=O)c1c(Cl)cccc1Cl	?	/	-13%	0.3%	-10%

High-throughput results (PubChem)

Not a hit list (roughly 1.6% active in at least one column).
